# RGS4 inhibitor: blocks human RGS4-accelerated GTP hydrolysis. hit rate 0.039% among 390,000. Potency, µM (series often up to 114 µM), for inactives: at the top dose activity change, negative = inhibition, most hits filed as inhibitors. Transcreener GDP fluorescence polarization, RGS4-accelerated GTP hydrolysis; also: potency is read from the fitted curve at half-maximal effect; % is scaled to controls: 0 for no effect and ±100 for the full control effect; nearly all actives have a fitted effect of over 75% in size; some results filed as inactive show a strong effect at the top dose
# Target sequence (P49798 whole entry, looked up): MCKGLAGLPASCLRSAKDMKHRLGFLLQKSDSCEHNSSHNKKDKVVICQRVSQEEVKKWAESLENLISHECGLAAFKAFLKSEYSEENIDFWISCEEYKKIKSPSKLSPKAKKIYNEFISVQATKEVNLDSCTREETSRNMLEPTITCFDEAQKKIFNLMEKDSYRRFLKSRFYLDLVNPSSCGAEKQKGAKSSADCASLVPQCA
#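 MLSMR compounds (23 nl, pin-transferred) preincubated 10 min at room temperature with a 500nM (2x) first reagent, then RGS4 at 900nM (2x) plus Transcreener GDP mix added; fluorescence polarization (620/688 nm) read before and after 90 min at 30 °C.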
# USP1 inh: inhibitors of human USP1/UAF1 deubiquitinase | O94782 | recombinant USP1/UAF1, Ub-Rhodamine cleavage fluorescence | Potency, µM (top dose mostly 57.1 µM), for inactives: at the top dose activity change, negative = inhibition, usual class: inhibitors | hit rate 0.23% among 390,000 | AID 743255; also: potency is read from the fitted curve at half-maximal effect; % is scaled to controls: 0 for no effect and ±100 for the full control effect; nearly all actives have a fitted effect of over 60% in size; inactives centre near -12
#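 High-throughput fluorogenic screen: 1nM USP1/UAF1 complex, Ub-Rho substrate 150nM final, 50mM HEPES pH 7.8 with 0.5mM EDTA, 0.1 mg/ml BSA, 1mM TCEP and 0.01% Tween-20.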
# LDHA inh: LDHA (human) enzyme inhibition | P00338 | purified LDHA, NADH/diaphorase-resazurin fluorescence; stronger effect = lower value | activity change, % (values are at about 110 or 230 µM) | hit rate 0.15% among 480,000 | AID 1347041; in the data active = activity change below about -30%; inconclusive = mostly about -25% to -30%;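 also: plate controls were DMSO wells for no effect and wells without enzyme for full effect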
#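 Enzyme activity of human lactate dehydrogenase 5 (2 nM; 0.06 mM NADH, 0.2 mM pyruvate, 5 min, RT) is measured via a resazurin/diaphorase fluorescence readout of residual NADH.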
# Vif-A3G inh: inhibitors of Vif-APOBEC3G interaction. Q9HC16. hit rate 0.076% among 410,000. AID 602310. HeLa A3G-eYFP + Vif (tagged APOBEC3G with the HIV-1 protein that degrades it), YFP fluorescence, overnight. Potency, µM (top dose mostly 46.1 µM), for inactives: at the highest dose activity, negative = active, most hits filed as inhibitors;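 also: potency is read from the fitted curve at half-maximal effect; % is scaled to controls: 0 for no effect and ±100 for the full control effect; nearly all actives have a fitted effect of over 60% in size; hits raise eYFP signal because A3G escapes Vif-driven loss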
# Target sequence (Q9HC16 whole entry, looked up): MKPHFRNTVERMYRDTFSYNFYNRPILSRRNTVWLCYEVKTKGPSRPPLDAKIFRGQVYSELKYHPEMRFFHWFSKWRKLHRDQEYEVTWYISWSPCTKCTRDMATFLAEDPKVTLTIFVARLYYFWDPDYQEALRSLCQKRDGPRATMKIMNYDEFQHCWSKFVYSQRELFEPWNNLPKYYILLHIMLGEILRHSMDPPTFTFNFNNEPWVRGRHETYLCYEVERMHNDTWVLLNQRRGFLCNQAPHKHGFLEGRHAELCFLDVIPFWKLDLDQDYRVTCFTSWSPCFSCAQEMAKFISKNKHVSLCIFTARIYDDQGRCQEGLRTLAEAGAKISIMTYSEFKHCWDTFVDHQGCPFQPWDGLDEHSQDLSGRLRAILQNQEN
#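 HeLa cells stably expressing Vif and C-terminally eYFP-tagged A3G, seeded overnight at 37 deg C, then exposed to compound by pintool overnight at 37 deg C. Rise in yellow fluorescence (Ex 488/Em 500-530, Acumen) marks blocked Vif-driven A3G degradation.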
# Vif-A3F inh: blocks the Vif interaction with APOBEC3F | hit rate 0.2% among 390,000 | HeLa A3F-eYFP + Vif (tagged APOBEC3F with the HIV-1 protein that degrades it), YFP fluorescence increase | Potency, µM (doses to about 46.1 µM), for inactives: top-dose activity, negative = active; also: potency is read from the fitted curve at half-maximal effect; % of control where 0% means no effect; nearly all actives have a fitted effect of over 65% in size
#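 Fluorescence increase (Ex 488/Em 500-530) after overnight compound treatment at 37 deg C flags inhibition of Vif-driven A3F-eYFP loss in stable HeLa A3F-eYFP/Vif cells seeded overnight beforehand.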
# TrxR1 substrate: is turned over as a substrate by rat TrxR1; purified TrxR1 substrate turnover, NADPH consumption readout; Potency, µM (titrated, usually from 114 µM), for inactives: at the highest dose activity change, negative = substrate turnover; hit rate 0.01% among 390,000; also: potency is read from the fitted curve at half-maximal effect; % is scaled to controls: 0 for no effect and ±100 for the full control effect; nearly all actives have a fitted effect of over 50% in size
#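 Rat TrxR1, dispensed at 90 nM, was prereduced with 400 uM NADPH (final) for 5 min at ~22 deg C, then incubated with compound 15 min before 400 uM selenite. A first-read NADPH fluorescence drop versus no-compound background flagged substrates.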
# Glioma ERSR ind: induces the endoplasmic reticulum stress response in human glioma cells; U87-MG GRP78 promoter luciferase reporter, 16 h; Potency, µM, inactives show at the highest dose activation, actives largely listed as activators; hit rate 0.02% among 420,000; AID 602332; also: potency is read from the fitted curve at half-maximal effect; series mostly up to about 76 µM; % of control where 0% means no effect; nearly all actives have a fitted effect of over 35% in size
#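 Stably transfected U87-MG human glioma cells carrying a GRP78-based luminescent sensor were seeded at 1000 cells/well, pin-dosed with compounds and incubated 16 h. Luciferase reagent was then added, and end-point luminescence was read after 10 min at room temperature.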
# mIDH1 inhibitor: inhibitors of human mutant IDH1 R132H | IDH1-R132H enzyme, NADPH consumption, diaphorase/resazurin fluorescence | O75874 | hit rate 0.093% among 390,000 | Potency, µM (doses to about 76.6 µM), for the others: at the top dose activity change, negative = inhibition, usual class: inhibitors; also: potency is read from the fitted curve at half-maximal effect; % is scaled to controls: 0 for no effect and ±100 for the full control effect; nearly all actives have a fitted effect of over 65% in size
# Target sequence (O75874 whole entry R132H, stated change not applied): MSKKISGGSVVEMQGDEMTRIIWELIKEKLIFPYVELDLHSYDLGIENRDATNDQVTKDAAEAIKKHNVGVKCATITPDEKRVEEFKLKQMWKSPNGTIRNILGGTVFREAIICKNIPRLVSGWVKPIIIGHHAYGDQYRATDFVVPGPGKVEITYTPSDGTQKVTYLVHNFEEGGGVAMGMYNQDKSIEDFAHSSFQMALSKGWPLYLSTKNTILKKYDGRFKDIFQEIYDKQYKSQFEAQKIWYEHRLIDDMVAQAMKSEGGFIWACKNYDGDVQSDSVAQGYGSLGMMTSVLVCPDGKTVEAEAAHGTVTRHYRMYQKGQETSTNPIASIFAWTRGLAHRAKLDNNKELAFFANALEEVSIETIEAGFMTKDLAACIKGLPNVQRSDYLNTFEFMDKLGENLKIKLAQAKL
#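 IDH1-R132H (0.5 ug/mL dispensed) in pH 7.5 Tris buffer was preincubated 30 min with compound, then given a substrate mix of 0.016 mM NADPH and 2 mM alpha-KG for 80 min at room temperature; remaining NADPH was read by diaphorase/resazurin fluorescence.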
# TrxR1 inh: rat TrxR1 inhibition; AID 588453; recombinant rTrxR1, NADPH fluorescence consumption, selenite substrate; O89049; Potency, µM (doses to about 114 µM), for the others: at the highest dose activity change, negative = inhibition, most hits filed as inhibitors; hit rate 1% among 390,000; also: potency is read from the fitted curve at half-maximal effect; % is scaled to controls: 0 for no effect and ±100 for the full control effect; nearly all actives have a fitted effect of over 65% in size
#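 Rat TrxR1 (90 nM in the dispensed reagent) was pre-reduced with 400 uM NADPH for 5 min at room temperature, then incubated with compound for 15 min. After 400 uM selenite was added, NADPH fluorescence (Ex 340/Em 450 nm) was followed for 8 min.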
# * marks the source's active call; other numbers are inactive results; ? = inconclusive; . = not tested or not shown; [ ] = another dose, or the depositor's remark. Unless noted, calls follow the shape of the dose curve; as a rule, active = well fitted curve in the direction sought with a large enough effect; inconclusive = small, poorly fitted or top-dose-only effect, or another doubt; inactive = no such curve, though single readings can be large; an effect the other way counts as inactive or inconclusive. Only part of the results is shown; rates above refer to the full screens.
1	O=C(COc1cc(F)ccc1[N+](=O)[O-])N1N=C(c2cccs2)CC1c1ccco1 (stereo unspecified)
2	CC(C)(C)OC(=O)NCCc1onc(-c2ccccc2F)c1C(=O)O
3	O=C(COC(=O)c1ccc(Br)cc1)NC(=O)NCc1ccccc1
4	N#CC1=C(N)Oc2cc(O)ccc2C1c1ccc(Br)s1 (stereo unspecified)
5	O=C(Cc1c(F)cccc1Cl)Nc1cc(S(=O)(=O)N2CCOCC2)ccc1N1CCCC1
6	Cc1ccc(OCC(=O)Nc2nnn(C)n2)c(C)c1
7	O=C(NCc1ccccn1)c1cn(-c2ccccc2)nc1-c1ccc(Cl)cc1
8	Cc1cccc(C(=O)Nc2ccc(C(=O)N/N=C/c3cccnc3)cc2)c1

Assay by compound,1,2,3,4,5,6,7,8
RGS4 inhibitor,5%,.,-18%,?,3%,6%,-19%,1%
USP1 inh,-14%,-6%,-18%,-9%,-21%,-11%,-12%,-25%
LDHA inh,-3,-8,-1,8,0,-1,-2,-5
Vif-A3G inh,-6%,0%,-12%,-11%,4%,1%,0%,0%
Vif-A3F inh,-14%,6%,-4%,-10%,-1%,8%,-11%,14%
TrxR1 substrate,-6%,.,-1%,-3%[57.1 µM],13%,6%[57.1 µM],-5%,0%
Glioma ERSR ind,3%,0%,-2%,-1%,0%,-3%,-2%,-1%
mIDH1 inhibitor,-14%,-1%,-3%,2%,11%,4%,4%,0%
TrxR1 inh,-20%,.,2%,?,53%[activator],12%[57.1 µM],10%,16%

9	Cc1onc(-c2c(F)cccc2Cl)c1C(=O)N[C@@H]1C(=O)N2C(C(=O)O)C(C)(C)S[C@H]12 (stereo partly specified)
10	Cc1ccc(S(=O)(=O)Oc2ccccc2/C=C2/SC(=O)NC2=O)cc1
11	C=CCn1c(SCc2c(F)cccc2Cl)nnc1-c1ccco1
12	CC1CCN(C(=O)CN(c2cccc(F)c2)S(C)(=O)=O)CC1
13	COC(=O)N1c2ccccc2CCc2ccccc21
14	CC1CC(C)CN(CCC(=O)Nc2ccc3c(c2)CCC3)C1 (stereo unspecified)
15	CCN1C(=O)C2C(c3ccc(O)c(OC)c3)NC(C)(C(=O)OC)C2C1=O (stereo unspecified)
16	CCC(=O)Nc1cccc(-n2nnnc2SCC(=O)c2ccc(C)c(C)c2)c1

Assay by compound,9,10,11,12,13,14,15,16
RGS4 inhibitor,15%,-46%,11%,-7%,0%,3%[11.4 µM],44%,-47%
USP1 inh,-18%,-10%,1%,-1%,-8%,-17%,-13%,-26%
LDHA inh,-4,0,0,-11,-3,-2,-8,-5
Vif-A3G inh,-3%,1%,2%,0%,?,0%,1%,-3%
Vif-A3F inh,-2%,-7%,-2%,2%,-14%,-8%,-14%,5%
TrxR1 substrate,3%,6%[57.1 µM],-6%,11%[57.1 µM],5%[57.1 µM],2%,11%[57.1 µM],6%[57.1 µM]
Glioma ERSR ind,-4%,-4%,1%,-3%,-6%,-3%,4%,7%
mIDH1 inhibitor,4%,8%,10%,21%,4%,-12%,-3%,2%
TrxR1 inh,10%,2%[57.1 µM],?,33%[11.4 µM],-9%,13%,8%[57.1 µM],12%[57.1 µM]

17	COc1ccc(OCC(O)CN(C)C(=O)/C=C/c2cccc([N+](=O)[O-])c2)cc1 (stereo unspecified)
18	Cc1ccc2cc3c(NC(=O)CC(C)C)nn(C)c3nc2c1
19	Cc1c(C(=O)Nc2cccc(Cl)c2)oc2ccc(S(=O)(=O)N3CCCCCC3)cc12
20	Cc1cc(=O)[nH]c2c1c(=O)[nH]n2C1CC(C)N(C)CC1C (stereo unspecified)
21	Cc1cc(NS(=O)(=O)c2ccc(NC(=O)COc3ccc(C#N)cc3)cc2)nc(C)n1
22	O=S1(=O)C=C(SCCN2CCCC2)c2ccccc21
23	O=C1CC(C(=O)N(CC2CCCO2)C(C(=O)NC2CCCCC2)c2ccncc2)CS1 (stereo unspecified)
24	CN1C(=O)c2c(sc3c2CC(C)(C)SC3)N2CCN=C12

Assay by compound,17,18,19,20,21,22,23,24
RGS4 inhibitor,-18%,-9%,7%,-1%,-18%,-18%,-47%,13%
USP1 inh,-13%,-10%,-4%,-5%,-7%,-18%,0%,-9%
LDHA inh,-6,-4,-4,6,-3,1,5,-2
Vif-A3G inh,0%,-3%,0%,3%,-1%,1%,1%,0%
Vif-A3F inh,0%,0%,3%,6%,8%,-1%,3%,5%
TrxR1 substrate,0%,-5%[57.1 µM],-1%[57.1 µM],-7%,-4%,-9%,9%,8%
Glioma ERSR ind,0%,-3%,-5%,-3%,-6%,2%,-1%,-3%
mIDH1 inhibitor,0%,1%,-8%,3%,2%,8%,5%,3%
TrxR1 inh,15%,-1%[57.1 µM],28%[57.1 µM],-1%,5%,-13%,-9%,-20%

# Taken from above:
# Under USP1 inh, Cc1cc(=O)[nH]c2c1c(=O)[nH]n2C1CC(C)N(C)CC1C (stereo unspecified) shows -5%
# Under LDHA inh, CCN1C(=O)C2C(c3ccc(O)c(OC)c3)NC(C)(C(=O)OC)C2C1=O (stereo unspecified) shows -8
# Under TrxR1 inh, Cc1ccc2cc3c(NC(=O)CC(C)C)nn(C)c3nc2c1 shows -1%[57.1 µM]

# Following part:
25	CC1Cc2nc(SCC(=O)Nc3ccc4c(c3)OCO4)n(CCc3ccccc3)c(=O)c2S1 (stereo unspecified)
26	CC(C)C[C@H]1CN=C(Nc2ccccc2)N1CC1CCC1
27	COc1ccc(S(=O)(=O)Cc2ccc(C(=O)NCCCN3CCc4ccccc4C3)o2)cc1
28	C(=C\c1ccccc1)/C=N/n1cnnc1
29	Cc1cc(NS(=O)(=O)c2ccc(NC(=O)C(C)Oc3ccc(Cl)cc3)cc2)no1 (stereo unspecified)
30	C/C(N)=C(/C#N)C(=O)COC(=O)c1cc2c(s1)CCC(C)C2 (stereo unspecified)
31	CC(=O)c1cccc(NC(=O)CCc2nnc3ccc(N4CCN(C)CC4)nn23)c1
32	Cc1cc(=O)[nH]c(SCCOc2ccc(OC(C)C)cc2)n1

Assay by compound,25,26,27,28,29,30,31,32
RGS4 inhibitor,-12%,-11%,7%,-9%,19%,-24%,17%,3%
USP1 inh,-3%,-10%,-16%,-2%,-4%,-17%,-25%,-5%
LDHA inh,-1,-6,-4,-1,-7,4,-6,-4
Vif-A3G inh,0%,-1%,-1%,1%,-3%,0%,2%,-1%
Vif-A3F inh,-15%,-5%,-3%,-5%,-11%,-1%,10%,6%
TrxR1 substrate,3%[57.1 µM],0%,10%[57.1 µM],-9%,6%,8%[57.1 µM],-3%,-1%[57.1 µM]
Glioma ERSR ind,-5%,-5%,-5%,-5%,0%,6%,-4%,-2%
mIDH1 inhibitor,3%,0%,-7%,9%,-2%,5%,3%,1%
TrxR1 inh,3%[57.1 µM],3%,-57%,-16%,33%,-4%[57.1 µM],12%,5%[57.1 µM]

33	CC1CCC(N2CC(=O)N(Cc3ccc4c(c3)OCO4)C(c3ccc(F)cc3)C2=O)CC1 (stereo unspecified)
34	COc1ccc(-c2noc(CCC(=O)N3CCN(c4ccccc4OC)CC3)n2)cc1
35	CC1(C)N=C(SCc2ccccc2Cl)c2ccccc2N1
36	O=C(NC(=O)N1CCCCC1)c1ccc(Cl)cc1
37	O=C(NCCOC(=O)c1ccc(Cl)cc1)c1cccnc1
38	Cc1sc2nc(CSC(C)C(=O)Nc3ccccn3)[nH]c(=O)c2c1C (stereo unspecified)
39	CCOC(=O)CSc1cc(=O)n(C)c2cc(Cl)ccc12
40	Cc1cc(C)n(/N=C/c2ccc(C(C)C)cc2)c(=O)c1C#N
41	COc1ccc(-c2csc(NC(=O)CSc3nnc(Nc4ccccc4C)s3)n2)cc1

Assay by compound,33,34,35,36,37,38,39,40,41
RGS4 inhibitor,0%,18%,-31%,-3%,-8%,-13%,3%,-24%,1%
USP1 inh,-16%,-19%,-13%,-23%,-10%,-1%,-15%,-3%,-7%
LDHA inh,-10,-1,3,0,6,-1,-2,-4,-1
Vif-A3G inh,-3%,0%,0%,3%,0%,-6%,3%,-7%,0%
Vif-A3F inh,0%,1%,-13%,2%,1%,-3%,1%,-11%,1%
TrxR1 substrate,-4%,-1%,8%,3%,-3%,5%,0%,-8%,1%
Glioma ERSR ind,-5%,0%,0%,5%,-2%,8%,-3%,-2%,-1%
mIDH1 inhibitor,-3%,2%,2%,2%,3%,-12%,4%,8%,-8%
TrxR1 inh,17%,13%,14%,8%,17%,-5%,1%,-12%,4%
